# Compound activity (PubChem)
# OXTR potentiator: potentiates the human oxytocin receptor response; CHO-OTR cells, Fluo-8 calcium fluorescence, potentiator mode; 0% = oxytocin EC15, 100% = EC100; activation, % at 3 µM; 320,000 tested, 0.061% active;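 active = activation above that plate's cutoff, the mean activation of tested compounds plus 3 SD, cut at about 6.6% in these data, passing the limit was not always enough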;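 note: 100% uses oxytocin at 75 nM as the full agonist control; some results filed as inactive read as strong as hits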
#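 Dosing: Single dose, 3.0 µM nominal final compound concentration | Material: Human OTR in CHO cells | Technique: Kinetic Fluo-8 calcium fluorescence | Benchmarks: EC15 oxytocin alone as 0%, 75 nM oxytocin as 100% | Probe or stimulus: Oxytocin at about EC15, sub-maximal agonist stimulus | Incubation: Compound 6 min at room temperature before oxytocin, 100 s read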
# M1 ag: activates human CHRM1 receptor; P11229; CHO-K1 hM1, Fluo-8 calcium fluorescence, agonist mode; 0% DMSO, 100% acetylcholine EC100; activation, % at 3 µM; 360,000 tested, 0.33% active;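 active = activation above the run's mean compound activation plus 3 SD, cut at about 16% in these data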;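 note: peak over basal fluorescence ratio within a 140 s kinetic read after compound addition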
# Target sequence (P11229 whole entry, looked up): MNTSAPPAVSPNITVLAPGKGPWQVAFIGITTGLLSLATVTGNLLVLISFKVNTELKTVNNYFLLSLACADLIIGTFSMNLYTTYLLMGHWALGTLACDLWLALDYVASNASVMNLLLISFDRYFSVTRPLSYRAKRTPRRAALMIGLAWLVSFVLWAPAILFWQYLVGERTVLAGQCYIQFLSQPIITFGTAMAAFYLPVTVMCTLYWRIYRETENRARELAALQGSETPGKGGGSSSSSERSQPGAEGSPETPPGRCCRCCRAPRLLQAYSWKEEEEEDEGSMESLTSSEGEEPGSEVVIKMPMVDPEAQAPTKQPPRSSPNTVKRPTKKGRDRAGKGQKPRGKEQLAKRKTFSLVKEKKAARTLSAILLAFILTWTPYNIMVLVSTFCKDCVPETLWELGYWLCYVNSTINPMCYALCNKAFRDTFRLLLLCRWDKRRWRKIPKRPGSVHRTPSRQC
# TAAR1 agonist: human TAAR1 agonism | Q96RJ0 | CHO RD-HGA16 TAAR1, Fluo-8 calcium fluorescence; vehicle wells 0%, saturating PEA agonist 100% | activation, % at 3 µM | 360,000 tested, 0.99% active;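 active = activation above the mean activation of all test compounds in the run plus 3 SD, cut at about 38% in these data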
# Target sequence (Q96RJ0 whole entry, looked up): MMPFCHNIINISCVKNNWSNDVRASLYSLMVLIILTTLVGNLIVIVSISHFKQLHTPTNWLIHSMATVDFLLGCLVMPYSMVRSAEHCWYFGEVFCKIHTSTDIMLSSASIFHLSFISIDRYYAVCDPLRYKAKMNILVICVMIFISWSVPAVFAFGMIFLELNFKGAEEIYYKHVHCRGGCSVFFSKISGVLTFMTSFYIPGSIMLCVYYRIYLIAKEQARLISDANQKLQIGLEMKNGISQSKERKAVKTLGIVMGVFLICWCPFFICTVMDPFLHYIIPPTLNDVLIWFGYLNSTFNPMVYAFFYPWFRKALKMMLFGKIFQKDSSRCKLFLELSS
#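 Test system: RD-HGA16 (CHO) cells co-expressing Gα16 and hTAAR1; dosing: one-point dosing at 3 µM (nominal); timing: 17-24 h seeding, 75 min 37 °C dye, 30 min RT; signal: kinetic Fluo-8 calcium fluorescence; read-out basis: % activation relative to PEA EC100 response; controls: DMSO and PEA EC100; replicates: n 1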
# CHO parental Ca: signal in parental CHO cells, OX1R antagonist counter-screen; inhibition, % at 5.6 µM; 330,000 tested, 0.63% active; AID 463079; parental CHO-K1, ATP-induced calcium, Fluo-8 fluorescence;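 active = inhibition above that plate's mean sample inhibition plus 3 SD, cut at about 26% in these data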;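 note: 0% = ATP-challenged DMSO wells and 100% = DMSO wells without ATP; some compounds past the cut are filed as inactive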
#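 Test system: untransfected parental CHO cell line. Compound: one dose, 5.6 µM nominal. Detection: intracellular calcium via Fluo-8 no-wash fluorescent dye. Measure: % inhibition. Benchmarks: ATP-challenged DMSO wells low, unchallenged DMSO wells high.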
# M1 ag parental: nonselective activator or artifact in parental CHO-K1 cells. 360,000 tested, 0.48% active. activation, % at 3 µM. Fluo-8 calcium fluorescence; scaled to maximal ATP response, vehicle zero; in the data active = activation above about 15%;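 note: untransfected CHO-K1 host cells lacking M1 receptor as counterscreen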
# CHO-K1 Ca antag: M1 antagonist counterscreen hit in parental CHO-K1 cells. ATP-induced calcium, Fluo-8 fluorescence. inhibition, % at 3 µM. 360,000 tested, 0.6% active. AID 602250;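 active = inhibition above a per-plate cutoff, the plate's mean sample inhibition plus 3 SD, cut at about 24% in these data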;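 note: 0% = DMSO plus EC80 ATP and 100% = DMSO alone without ATP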
# M1 PAM parental: nonselective activator or artifact in parental CHO-K1 calcium assay. 360,000 tested, 0.02% active. activation, % at 3 µM. ATP EC20, Fluo-8 calcium fluorescence; 0% at ATP EC20, 100% at ATP max;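 active = activation above the run cutoff, the mean activation of all test compounds plus 3 SD, cut at about 40% in these data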;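 note: peak over basal fluorescence ratio in a 140 s read after ATP addition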
# TAAR1 antagonist: human TAAR1 antagonism; AID 624466; 360,000 tested, 1.5% active; CHO RD-HGA16 TAAR1, Fluo-8 calcium fluorescence, antagonist; inhibition, % at 3 µM;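 active = inhibition above a per-plate cutoff, the mean inhibition of test compounds on that plate plus 3 SD, cut at about 49% in these data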;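 note: 0% = DMSO plus EC80 beta-PEA response and 100% = DMSO alone without agonist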
#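 Test system – hTAAR1-expressing CHO RD-HGA16 cells, Gα16-coupled · Reagent – β-PEA at EC80 concentration, post-compound challenge · Compound dosing – 3 µM, single point · Timing – 140 s kinetic read after compound, 140 s after agonist · Detection – Fluo-8 intracellular calcium dye fluorescence, real-time kinetic reads · Control set – DMSO and EC80 PEA controls · Repeats – n of 1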
# CHRM1 antagonist: antagonists of human M1 muscarinic receptor; P11229; inhibition, % at 3 µM; 360,000 tested, 1.3% active; AID 588852; CHO-K1 hM1, Fluo-8 calcium fluorescence, ACh EC80 antagonist;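 active = percent inhibition above its own plate's cutoff, namely the mean of that plate's compound wells plus 3 SD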;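 note: peak over basal fluorescence ratio during 140 s after agonist addition; 0% = ACh EC80 plus DMSO and 100% = DMSO alone without agonist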
# The depositor's hits bear a star; / = no result given.
# Every second line gives: OXTR potentiator, M1 ag, TAAR1 agonist, CHO parental Ca, M1 ag parental, CHO-K1 Ca antag, M1 PAM parental, TAAR1 antagonist, CHRM1 antagonist
- CCC(=O)N1CCc2cc(S(=O)(=O)NCCCN(CC)Cc3ccccc3)ccc21
    -9, -6, 6, -31, -0.1, 0, -1, 6, 2
- CC(C)CC1Nc2ncnc(N3CCN(c4ccccc4)CC3)c2N(Cc2ccc(Br)cc2)C1=O (stereo not given)
    -13, -5, 3, -24, -0.7, 12, 1, -14, -1
- Cc1nc(NN)nc(NCc2ccccc2)n1
    -6, -5, -1, -14, 0.0, -9, 18, -40, -14
- Cc1ccc(S(=O)(=O)N2CCC3(CC2)OCCO3)s1
    -10, -3, 1, -6, 5.1, 7, -7, -21, 4
- CC(=O)c1ccc(OCCCC(=O)Nc2cc(Cl)ccc2-n2cncn2)cc1
    0, -2, 1, 5, 1.6, -10, 14, -24, -12
- O=C(/C(=C\c1ccccc1)c1nc2ccccc2[nH]1)c1ccc(Cl)cc1
    -11, -7, 4, -28, 1.0, -16, 19, -1, 1
- Cc1cc(C(=O)CSc2nnc(-c3ccc(F)cc3)o2)c(C)n1CC1CCCO1 (stereo not given)
    -29, 4, 3, 8, 2.9, -2, 5, 11, 3
- COc1ccc(N2CCN(C(CNC(=O)C(=O)NCC(OC)OC)c3ccco3)CC2)cc1 (stereo not given)
    -5, -1, 1, 10, 1.0, -24, 17, -27, -15
- CCn1c(SCC(=O)N(C)CC(=O)Nc2ccc(F)c(F)c2F)nnc1-c1ccco1
    1, -1, 3, -13, 1.3, -8, 20, -30, -8
- CCOC(=O)c1ccc(-n2c(O)c(/C=N/NC(=O)C3COc4ccccc4O3)c3ccccc3c2=O)cc1 (stereo not given)
    -3, 1, 5, -19, 6.0, -9, 15, 19, 3
- O=C(O)CCCN=C1NC2(CCCC2)Cc2ccccc21
    -1, -4, -1, -18, 0.2, -10, 6, -11, 1
- Cc1ccc(C(=O)N/C(=C/c2ccc(-c3cccc([N+](=O)[O-])c3)o2)C(=O)NC(C)(C)C)cc1
    -12, 2, 3, -20, 2.2, -2, 15, 34, 0
- CC1(C)Cc2c(sc3c2c2ncnn2c2nnc(SCC(=O)NCc4ccco4)n32)CO1
    -8, -5, 13, 11, 0.5, -9, 10, -14, 5
- COc1ccc(CN(C)S(=O)(=O)c2nnc(NC(=O)c3cccc(F)c3)s2)cc1
    -12, 2, -1, -4, 1.6, 24*, -12, -5, -5
- O=C(CSc1nnc(C2CC2)n1C1CC1)c1cccs1
    -7, -3, 5, 0, 0.3, -9, 7, 3, -3
- NNC(=O)c1sc(-c2ccccc2)cc1N
    -8, -2, 0, -17, -0.2, 5, -12, -22, -9
- Cc1nc([N+](=O)[O-])c(Sc2nc3ccccc3[nH]2)n1Cc1ccccc1
    -4, -2, 2, -6, 3.1, -7, 2, -3, 3
- CCn1cc(CN2CCC(n3nccc3NC(=O)c3ccccc3OC)CC2)cn1
    -5, -4, 2, -24, 0.5, -16, 9, -10, -7
- Cc1ccc(NC(=O)Cc2n[nH]c(=S)n2C)cc1
    -7, -5, -1, 1, 0.0, -3, -10, 3, 9
- COc1ccc(C(=O)/C=C/c2ccccc2OC)c(OC(=O)c2ccc([N+](=O)[O-])cc2)c1
    -4, -3, 8, 2, 0.0, -1, 9, 3, -17
- O=C1c2cccnc2C(=O)N1Cc1ccc(F)cc1S(=O)(=O)NCc1ccco1
    -9, -2, 4, 11, 1.6, -2, -5, -13, -1
- CC(C)c1ccc(NC(=O)COc2ccccn2)cc1
    -7, -7, 17, -3, 0.0, -17, 16, 14, -9
- COc1ccc2noc3c2c1C(=O)c1ccccc1-3
    -9, 72*, 150*, 51*, 22*, 26*, -28, 67*, 22
- CCn1cnc2cc(NC(=O)c3ccco3)ccc21
    -15, -3, 6, 7, 0.0, 11, -9, 23, 5
- CNc1nc(-c2ccc(OC)cc2)c(-c2ccc(OC)cc2)s1
    -5, -2, -2, -6, 0.8, -13, 18, -29, 9
- O=C1CSC(c2ccccn2)N1c1ccc(Br)cc1 (stereo not given)
    1, -8, 1, 2, 3.4, -8, 19, -29, 0
- COc1ccc(C(=O)N2CCOCC2c2cc(C(=O)NCc3ccccc3)no2)cc1 (stereo not given)
    /, -3, 3, /, 0.3, 12, -3, -22, -7
- Cc1ccc(NC(=O)C2COc3ccccc3O2)nc1 (stereo not given)
    -8, -4, 3, -13, 2.6, -16, 26, -18, -5
- CCSc1ccccc1C(=O)Nc1ccc2c(c1)OCO2
    -10, -6, 4, -11, -0.7, -21, 19, 9, -12
- COC(=O)c1cccc(NC(N)=S)c1
    -4, -10, 2, -4, 0.2, 0, 13, 4, -2
- CCOC(=O)/C=c1/s/c(=C/c2ccc3cc(OC)ccc3c2)c(=O)n1CC(=O)NCC1CCCO1 (stereo not given)
    /, 0, 1, /, -0.6, -3, -16, -11, -6
- COc1cccc(-n2c(-c3ccc4[nH]c(C)c(C)c4c3)n[nH]c2=S)c1
    -12, -1, 0, -13, 1.6, -2, 9, -15, -3
- N#Cc1ccc(NC(=O)COc2ccc(-n3cnnn3)cc2)cc1
    -6, 3, 1, 5, 0.9, 0, -22, -6, -1
- Cc1cc(C)c2cc(C#N)c(SCC(=O)NCC3CCCO3)nc2c1 (stereo not given)
    2, -4, 2, -9, -0.1, -1, 8, -12, -26
- CC(=O)N1CCc2c(sc(NC(=O)Cc3ccc(F)cc3)c2C#N)C1
    0, 0, 0, -18, 0.3, -2, 0, -1, -2
- CC1CCCC(C)N1NC(=O)c1cccc(S(=O)(=O)N2CCc3ccccc32)c1 (stereo not given)
    -18, -4, 0, -31, 0.5, -10, 8, -9, -7
- O=C(c1ccccc1NS(=O)(=O)c1cccc([N+](=O)[O-])c1)N1CCCC1
    -13, -3, 0, -11, 1.2, -10, 13, -5, -7
- Cc1ccc(S(=O)(=O)NC(C)C(=O)NC2CC2)cc1 (stereo not given)
    /, -1, 0, /, -0.2, -3, -14, -16, 7
- CC1(C)CC(NC(=O)c2cc([N+](=O)[O-])cc([N+](=O)[O-])c2)CC(C)(C)N1
    0, -3, 1, -6, -0.2, 3, 3, -7, -23
- CC(=O)c1ccc(N2CCN(C(=O)c3cccs3)C(C)C2)c(F)c1 (stereo not given)
    -17, -4, 5, 2, 3.9, 8, -23, -2, -16
- COc1ccc(N2CCN(C(=O)CNC(=O)c3ccc(C(C)(C)C)cc3)CC2)cc1
    -16, 2, 31, -4, 3.2, 10, 5, 9, -2
- CC1(C(=O)NC2CCN(Cc3ccccc3)CC2)CCN1CCc1ccccc1 (stereo not given)
    /, -8, 4, /, 0.1, -1, 3, -23, -6
- CC(=O)N1CCN(CC(=O)Nc2c(Cl)cc(Cl)cc2Cl)CC1
    -5, -4, 1, -1, 1.6, -16, 28, -3, -22
- Cc1cccn2cc(CCNC(=O)Cc3cccs3)nc12
    -1, -4, 11, -3, 0.9, -11, 20, -11, 19
- CCOC(=O)C(=C1Nc2ccccc2N1)n1c(-c2ccco2)nc2ccccc21
    /, /, 6, /, 1.9, -10, 2, 2, /

# Nine entries from above, arranged by molar mass, high to low.
# Every second line gives: OXTR potentiator, M1 ag, TAAR1 agonist, CHO parental Ca, M1 ag parental, CHO-K1 Ca antag, M1 PAM parental, TAAR1 antagonist, CHRM1 antagonist
- CC1CCCC(C)N1NC(=O)c1cccc(S(=O)(=O)N2CCc3ccccc32)c1 (stereo not given)
    -18, -4, 0, -31, 0.5, -10, 8, -9, -7
- CCOC(=O)C(=C1Nc2ccccc2N1)n1c(-c2ccco2)nc2ccccc21
    /, /, 6, /, 1.9, -10, 2, 2, /
- O=C(c1ccccc1NS(=O)(=O)c1cccc([N+](=O)[O-])c1)N1CCCC1
    -13, -3, 0, -11, 1.2, -10, 13, -5, -7
- CC(=O)N1CCN(CC(=O)Nc2c(Cl)cc(Cl)cc2Cl)CC1
    -5, -4, 1, -1, 1.6, -16, 28, -3, -22
- Cc1cc(C)c2cc(C#N)c(SCC(=O)NCC3CCCO3)nc2c1 (stereo not given)
    2, -4, 2, -9, -0.1, -1, 8, -12, -26
- CC1(C)CC(NC(=O)c2cc([N+](=O)[O-])cc([N+](=O)[O-])c2)CC(C)(C)N1
    0, -3, 1, -6, -0.2, 3, 3, -7, -23
- CC(=O)c1ccc(N2CCN(C(=O)c3cccs3)C(C)C2)c(F)c1 (stereo not given)
    -17, -4, 5, 2, 3.9, 8, -23, -2, -16
- Cc1cccn2cc(CCNC(=O)Cc3cccs3)nc12
    -1, -4, 11, -3, 0.9, -11, 20, -11, 19
- Cc1ccc(S(=O)(=O)NC(C)C(=O)NC2CC2)cc1 (stereo not given)
    /, -1, 0, /, -0.2, -3, -14, -16, 7

# (more compounds)
# Every second line gives: OXTR potentiator, M1 ag, TAAR1 agonist, CHO parental Ca, M1 ag parental, CHO-K1 Ca antag, M1 PAM parental, TAAR1 antagonist, CHRM1 antagonist
- COC(=O)c1ccccc1NC(=O)CSc1nnc(-c2ccoc2C)n1C
    -8, -6, -1, -20, 0.6, -4, 18, 8, -2
- CSCC[C@H](NC(=O)Nc1ccc(OC(F)(F)F)cc1)C(=O)O
    -3, -4, 2, 9, -0.1, 14, -21, 7, -1
- CCOc1ccc(NC(=O)CN(C)C(=O)c2csc3c2CCCC3)cc1OCC
    0, -3, 0, -19, 1.0, -9, -2, -21, 6
- Cc1noc(C)c1C(=O)Nc1ccc(S(=O)(=O)N2CCCCC2)cc1
    0, 2, 6, -5, 2.0, 6, -22, -29, -9
- COc1ccc(N2CCN(S(=O)(=O)c3c(C)n(C)c(=O)n(C)c3=O)CC2)cc1
    -2, -3, 1, -4, 0.2, -6, 1, -21, -3
- COC(=O)c1c(N)sc2c1CC(C)(C)OC2
    2, -2, 2, -9, 0.0, -13, 16, -21, -1
- O=C(CN1CCOCC1)N/N=C/c1ccc(-c2cccc(Cl)c2Cl)o1
    -4, -6, 4, -21, 0.2, -2, -11, -31, -5
- CC(C)(CO)NC(=O)CC1C(=O)NCCN1CC(c1ccccc1)c1ccccc1 (stereo not given)
    -17, -4, 1, -21, 0.1, 1, -1, 16, -4
- Cc1cc(C(=O)NC(=S)Nc2cccc(NC(=O)C(C)C)c2)ccc1[N+](=O)[O-]
    -12, -7, 13, -16, 8.5, -2, 16, 32, 17
- CC1CCCCC12NC(=O)N(CC(=O)Nc1nccs1)C2=O (stereo not given)
    -9, -2, 0, -3, 0.2, 0, -2, -7, 6
- O=C(NCC(=O)N1CCN(S(=O)(=O)/C=C/c2ccccc2)CC1)c1ccccc1F
    -5, -3, -2, -21, -0.3, -3, 17, -9, -5
